Assay outcomes (PubChem BioAssay)
PLC-beta3 inh = blocks human PLC-beta3 enzyme activity. Purified PLC-beta3, fluorogenic substrate, fluorescence. inhibition, % at 12.2 µM. 370,000 tested, 0.18% active. AID 720704; in the data active = inhibition above about 11%;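 note: 0% = median of compound wells on plate and 100% = full blocker control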
NR1D1 modulator = modulates human Rev-erb alpha binding to DNA; Rev-erbα–FITC-DNA binding, fluorescence polarization, 90 min; P20393; activity, % at 10 µM; 370,000 tested, 0.79% active;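 active = activity above about 14%, limit read from the data; passing the limit was not always enough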;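 note: 0% = DMSO wells with 35 nM protein and 100% = DMSO wells with 750 nM protein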
ARFGAP1 inh = rat ARFGAP1 inhibition; inhibition, % at 16.5 µM; 360,000 tested, 0.26% active; Arfgap1-stimulated ARF1 GTP hydrolysis, GDP FP detection; Q62848;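 active = inhibition above a per-plate limit, mean inhibition of low control wells plus 3 SD, cut at about 25% in these data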;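 note: 0% = DMSO wells with enzyme and 100% = wells lacking Arfgap1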
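Material – truncated rat Arfgap1 GAP domain · Buffer or medium – HEPES-based buffer, pH 7.5 · Reagent – human ARF1(Δ1-17)-GTP substrate · Dosing – 16.5 µM single point, 1.26% DMSO · Schedule – GTP hydrolysis reaction 2 h at 25 °C · Technique – GDP detection by fluorescence polarization · Benchmarks – No-Arfgap1 wells (100%) versus DMSO full-reaction wells (0%) · Repeats – single replicate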
HGIII-sPLA2 inh = Inhibits HGIII-sPLA2 liposome hydrolysis, primary screen | Q9NZ20 | QFRET BODIPY PC-A2 liposome hydrolysis, fluorescence | inhibition, % at 12.2 µM | 370,000 tested, 0.56% active | AID 743126;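 active = inhibition above mean plus 3 SD of compounds lying within the high and low control bounds, cut at about 19% in these data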;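 note: 0% = median of test compound wells and 100% = no enzyme DMSO wells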
Target sequence (Q9NZ20 whole entry, looked up): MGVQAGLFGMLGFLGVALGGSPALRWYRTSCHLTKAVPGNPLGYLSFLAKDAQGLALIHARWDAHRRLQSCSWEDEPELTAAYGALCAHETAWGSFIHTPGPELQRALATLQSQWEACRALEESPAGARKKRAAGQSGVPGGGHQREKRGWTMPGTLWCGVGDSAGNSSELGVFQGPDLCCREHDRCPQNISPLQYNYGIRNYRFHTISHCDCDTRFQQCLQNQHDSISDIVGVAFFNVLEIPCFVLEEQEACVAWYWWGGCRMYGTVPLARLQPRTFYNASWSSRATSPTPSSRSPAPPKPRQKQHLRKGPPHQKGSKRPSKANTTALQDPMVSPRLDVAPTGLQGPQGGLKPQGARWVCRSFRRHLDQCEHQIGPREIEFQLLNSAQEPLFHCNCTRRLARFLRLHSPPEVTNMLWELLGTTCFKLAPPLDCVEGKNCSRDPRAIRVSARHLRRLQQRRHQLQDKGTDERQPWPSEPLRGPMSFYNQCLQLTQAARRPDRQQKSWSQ
Tn6 DDE FP = inhibitors of Tn6 peptide binding to human fibrin DD(E) | 370,000 tested, 0.21% active | P02675 | Fibrin DD(E) TRITC-Tn6 fluorescence polarization displacement | inhibition, % at 8.3 µM;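 active = inhibition above a per-campaign cutoff: mean of compounds within control limits plus 3 SD, cut at about 15% in these data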;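 note: 0% = median of all compound wells on the plate and 100% = blocking peptide control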
Target sequence (P02675 whole entry, looked up): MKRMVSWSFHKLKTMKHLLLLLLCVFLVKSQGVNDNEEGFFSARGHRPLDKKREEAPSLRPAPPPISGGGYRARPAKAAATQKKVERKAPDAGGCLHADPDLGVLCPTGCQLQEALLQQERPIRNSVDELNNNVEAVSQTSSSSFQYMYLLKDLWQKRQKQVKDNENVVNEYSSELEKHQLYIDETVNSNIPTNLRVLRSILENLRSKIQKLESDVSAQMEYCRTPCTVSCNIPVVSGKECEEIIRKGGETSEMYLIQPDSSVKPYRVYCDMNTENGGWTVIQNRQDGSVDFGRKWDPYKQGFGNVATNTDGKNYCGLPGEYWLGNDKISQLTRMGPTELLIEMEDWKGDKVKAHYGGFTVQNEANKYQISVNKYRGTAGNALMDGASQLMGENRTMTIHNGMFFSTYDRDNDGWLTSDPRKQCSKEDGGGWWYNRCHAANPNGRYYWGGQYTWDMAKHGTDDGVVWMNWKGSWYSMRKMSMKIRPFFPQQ
PLC-gamma1 inh = inhibitors of human phospholipase C gamma1. purified PLC-gamma1, fluorogenic substrate, fluorescence. inhibition, % at 12.2 µM. 370,000 tested, 0.84% active; in the data active = inhibition above about 9.5%
ASAP1 inh = ASAP1 ArfGAP inhibition; inhibition, % at 16.5 µM; ASAP1-stimulated ARF1 GTP hydrolysis, GDP FP detection; Q9ULH1; AID 624377; 360,000 tested, 0.19% active; in the data active = inhibition above about 25%;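 note: 0% = vehicle with enzyme and substrate and 100% = no enzyme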
Tn7 DDE FP = DD(E)-Tn7 binding inhibition, primary FP screen | P02675 | FP displacement of FITC-Tn7 peptide from fibrin DD(E); 0% = median of compound wells per plate | inhibition, % at 8.3 µM | 370,000 tested, 0.13% active | AID 720508;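 active = inhibition above the mean of compounds falling within the control limits plus 3 SD of them, cut at about 14% in these data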;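 note: 0% = plate median of compound wells and 100% = 10 µM Aha-Tn7 peptide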
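System: human fibrin DD(E); quantity: Fibrin-DD(E) at 2 µM final; also added: fluorescent Tn7 probe at 0.1 µM; compound dosing: single nominal test concentration of 8.3 µM per compound; schedule: 10 min preincubation, 3 h with tracer, room temperature; detection: fluorescence polarization of the labelled Tn7 tracer; repeats: one replicate per compound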
proKLK7 act = activators of human kallikrein-7 zymogen; activation, % at 7 µM; 370,000 tested, 0.9% active; P49862; AID 652039; purified proKLK7, EDANS-DABCYL substrate fluorescence; 100% is mature enzyme control, 0% vehicle;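 active = activation above the mean of all tested compounds plus 3 SD, computed per campaign excluding outliers beyond control limits, cut at about 13% in these data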
UHRF1 MBD2 ctr = blocks human UHRF1 binding to methylated DNA; UHRF1 binding to methylated oligo, TR-FRET; 370,000 tested, 0.75% active; AID 687016; inhibition, % at 4.4 µM; Q96T88; in the data active = inhibition above about 21%;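 note: UHRF1 SRA domain binding a hemimethylated CpG hairpin DNA probe; 0% = median of test compound wells and 100% = reference inhibitor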
The depositor's hits bear a star; . = no result given; & = joins results of further samples.

Order of results – ASAP1 inh	proKLK7 act	NR1D1 modulator	Tn7 DDE FP	HGIII-sPLA2 inh	UHRF1 MBD2 ctr	PLC-gamma1 inh	PLC-beta3 inh	Tn6 DDE FP	ARFGAP1 inh
COC(=O)c1ccc(-n2nnnc2SCC(=O)Nc2ccccc2OC)cc1
→ -4	0.0	2	11	4	0	-4	-2	-3	4
Nn1c(SCc2cc([N+](=O)[O-])cc3c2OCOC3)nnc1-c1cccnc1
→ -6	0.0	1	-5	0	-1	4	2	-4	14
COc1cccc(COC(=O)c2c(C)nn(-c3ccccc3)c2Cl)c1OC
→ 4	-0.8	-6	2	-4	-2	-1	-6	3	-10
CCN(CC)CCNC(=O)c1c(C)n(-c2ccccc2)c2cc(Br)c(OC)cc12
→ 0	0.2	.	-1	-3	-1	2	-1	0	-7
CCOC(=O)C1=C(c2ccccc2)NC(=O)NC1c1cc(OC)c(O)c([N+](=O)[O-])c1 (stereo not drawn)
→ -8	0.2	1	-8	-5	-2	1	-4	10	7
COc1ccc(C(=O)N2CCN(c3cccc(Cl)c3)CC2)cc1S(=O)(=O)NC1CC1
→ -4	0.2	5	2	-7	-2	0	-5	10	-12
O=C(CSc1ncnc2sccc12)Nc1ccc(S(=O)(=O)N2CCOCC2)cc1
→ 10	0.2	3	-3	-2	3	-4	-9	-3	-12
Nc1ccccc1OCCOc1ccccc1N
→ 4	-0.1	1	-7	9	-1	3	-3	-4	11
Cc1ccc(S(=O)(=O)N2CCN(C(=O)C(C)Cn3nc(C)c(C)c3C)CC2)cc1C (stereo not drawn)
→ 3	-0.3	-5	2	-10	-1	2	-6	3	-6
CCc1cccc(CC)c1NC(=S)NC(C)c1ccccc1 (stereo not drawn)
→ 17	0.4	0	-4	13	-6	6	5	-5	4
C/C(=N\NC(=O)c1cccc(Br)c1)c1ccc(Br)cc1
→ 1	0.2	8	-11	-2	-2	0	0	2	3
NS(=O)(=O)c1ccc(N2CCCCCC2)c([N+](=O)[O-])c1
→ 0	0.1	11	-10	2	1	-2	0	-5	4
Cc1c(Cl)cccc1NC(=S)NNc1ncc(C(F)(F)F)cc1Cl
→ 6	0.7	3	-1	-11	-3	-5	-7	-15	9
Cc1cc(C)c(C(=O)NC2CCCc3c2cnn3-c2ccc(C)c(C)c2)c(=O)[nH]1 (stereo not drawn)
→ -8	0.4	-6	-3	-2	-1	2	-7	2	1
CC(=O)Nc1cnc(-c2ccccc2O)cn1
→ -11	0.6	2	1	10	-1	-11	-18	3	0
COc1ccc(OCC(=O)Nc2ccc(N3CCN(C(=O)c4ccccc4C)CC3)cc2)cc1
→ -11	0.5	0	-6	-4	-1	3	1	0	7
Cc1ccc(C)c(Nc2cc(C)nc3ncnn23)c1
→ -17	-0.5	4	-2	2	-1	3	-2	3	15
Cc1nc2c(C(=O)N3CCN(c4ccccn4)CC3)cnn2c(C)c1Cc1cccc(Cl)c1
→ -8	0.5	-3	1	-23	0	-23	-41	-2	9
CCOC(=O)CSc1ncnc2c1nnn2-c1ccc(F)cc1
→ 7	0.4	0	-2	5	1	2	3	-2	2
CSc1ncccc1C(=O)NCC(c1ccco1)N1CCCCC1 (stereo not drawn)
→ -6	-0.4	-1	-9	-6	0	0	-4	5	-12

Order of results – ASAP1 inh	proKLK7 act	NR1D1 modulator	Tn7 DDE FP	HGIII-sPLA2 inh	UHRF1 MBD2 ctr	PLC-gamma1 inh	PLC-beta3 inh	Tn6 DDE FP	ARFGAP1 inh
O=S(=O)(Nc1ccccn1)c1cnc(Cl)c(Br)c1
→ 2	0.3	2	-3	-5	0	-3	1	3	-5
CCOC(=O)c1c(NC(=O)C2CCCO2)sc(C(=O)OC(C)(C)C)c1C (stereo not drawn)
→ 10	0.1	46*	-4	7	4	6	9	4	5
CC(C)NCC(O)c1ccc(O)c(O)c1 (stereo not drawn)
→ 2	35*	-4&0	-2	0	-2	-2	-1	-4	-2
O=C(OC1CCCCC1)c1cc2ccccc2oc1=O
→ -10	-0.1	-1	-3	-5	-1	-12	-19	2	3
COc1ccccc1NC(=O)CCCNC(=O)Cn1cnc2sc(C)c(C)c2c1=O
→ -5	-0.2	-5	-4	-3	1	-3	-5	-4	2
CC(C)OCCCNC(=O)CN1CCN(Cc2ccc(Cl)cc2)C1=O
→ 4	0.8	5	2	4	4	2	-2	-8	9
CCN1CCC2(CC1)N=C(c1ccc(F)cc1)C(=S)N2
→ 8	0.4	1	0	-2	-2	2	-2	7	2
Cc1ccc(-c2cc3c(n2-c2ccc(C(=O)O)cc2)CCCC3=O)cc1
→ -10	0.1	1	4	13	3	-9	-10	2	-5
COc1ccc2[nH]c(=O)c(CN(C(C)=O)c3cccc(C)c3)cc2c1
→ 7	1.1	1	6	10	-2	-23	-27	-7	6
O=C(Cc1cccs1)Nc1cccc(-c2nc3ccccc3o2)c1
→ 5	-0.2	0	3	-2	-2	0	0	-3	0
COc1ccc([C@@H]2CC=C(C(=O)O)[C@H](c3ccc(F)cc3)N2S(=O)(=O)c2ccccc2C)cc1
→ -1	0.4	4	-2	-8	2	5	-1	-1	10
CC(C)(C)CC(C)(C)NC(=O)Nc1cccc([N+](=O)[O-])c1
→ 8	0.2	-6	0	-1	6	8	-9	0	-3
CCOc1ccc2nc(NS(=O)(=O)c3ccc4c(c3)n(C)c(=O)n4C)sc2c1
→ 2	-0.1	-1	4	-20	-2	2	-4	-2	-4
Cc1nnsc1Sc1ccccn1
→ 9	-0.9	-1	0	0	-1	-1	1	3	0
Cc1noc(C)c1COC(=O)c1cccc(S(=O)(=O)N2c3ccccc3CC2C)c1 (stereo not drawn)
→ 10	0.0	14	1	-18	2	0	-2	0	-7
COc1ccc(NC(=O)Cc2c(F)cccc2Cl)cc1
→ -9	0.9	0	4	-3	1	0	-2	-1	-2
COC(=O)C1=COC(OC2OC(CO)C(O)C(O)C2O)C2C1C=CC2(O)CO (stereo not drawn)
→ -12	0.0	-8	-7	-5	21	3	5	-5	-2
CSc1ncccc1C(=O)N1CCN(S(=O)(=O)c2ccc(C)cc2)CC1
→ 5	1.1	-1	-7	-2	-4	2	-2	-3	-9
C[C@H](NC(=O)C1CC(=O)N(c2ccc3c(c2)OCCO3)C1)C(=O)N1CCCCC1 (stereo partly drawn)
→ 6	-0.2	-3	2	12	6	1	-8	7	10
COc1cc(/C=N/Nc2snc(SC)c2C#N)ccc1O
→ 1	0.7	-3	5	-26	-3	-131	-196	-7	7

Order of results – ASAP1 inh	proKLK7 act	NR1D1 modulator	Tn7 DDE FP	HGIII-sPLA2 inh	UHRF1 MBD2 ctr	PLC-gamma1 inh	PLC-beta3 inh	Tn6 DDE FP	ARFGAP1 inh
Cc1cc(NC(=O)c2ccc([N+](=O)[O-])cc2Cl)no1
→ 0	0.3	3	-9	-5	-3	-2	-4	4	6
C[N+]1=C2N[C@@H](c3ccccc3)CC(=O)N2/C(=C\c2ccccc2)[C@@H]1Cc1ccccc1
→ .	.	-15	-1	-4	12	4	0	-1	.
CCCCN(C(=O)c1ccc(N(C)S(=O)(=O)c2ccc(C)cc2)cc1)c1c(N)n(CC(C)C)c(=O)[nH]c1=O
→ -6	0.3	-2	-6	1	2	-1	0	4	-6
Cc1cc(NC(=O)CSc2nccn2-c2ccc([N+](=O)[O-])cc2)no1
→ -6	-0.3	-7	-1	1	1	0	-6	4	1
COc1cc2oc3ccc(C#Cc4ccc(N)cc4)cc3c(=O)c2cc1OC
→ 16	-0.4	-5	5	-28	-6	-96	-151	-13	15
O=C(NCc1ccc2c(c1)OCO2)c1ccc(CSCc2cccc(Cl)c2)o1
→ 14	-0.8	2	-4	-7	-3	1	0	2	6
O=C(CN1C(=O)c2cccnc2Oc2ccc(Cl)cc21)NC1CCCCCC1
→ 0	0.0	3	-3	-1	5	6	-9	2	7
CC(=O)c1ccc(N2CCN(S(=O)(=O)c3c(C)[nH]c(C)c3C(=O)N3CCCCC3)CC2)cc1
→ 3	1.3	2	-7	-4	-1	-5	-12	-2	-3
Cc1cc(C)n(-c2nc(C)nc(N)n2)n1
→ -11	-0.2	0	5	2	0	-2	1	4	-14
CCN(CC(=O)Nc1ccccc1C(F)(F)F)C(=O)c1ccc(N2C(=O)CCC2=O)cc1
→ 11	0.5	-2	8	8	4	0	-9	0	-11
COc1ccc(CCC(=O)NC2CCC(C)CC2)cc1 (stereo not drawn)
→ -6	0.2	4	7	0	0	1	-5	0	-8
Cc1nnn(C23CC4CC(CC(C(=O)NN)(C4)C2)C3)n1
→ -9	0.6	-6	5	11	1	-1	-2	-7	1
Cn1c(=O)c(=O)n(C)c2cc(N3CCCC3)c(NS(=O)(=O)c3ccc(F)cc3)cc21
→ -2	0.1	7	2	-1	0	-36	-64	7	11
CN(CC(=O)Nc1cccc(F)c1)C(=O)/C=C/c1ccc(Br)s1
→ 8	-0.2	-3	5	-12	2	2	-15	-2	2
N#CCCNCC1(c2ccccc2)CCCC1
→ 1	0.5	-2	-7	3	-3	-1	3	4	0
CCCCNC(=O)C1COc2ccccc2O1 (stereo not drawn)
→ -8	0.0	0	-7	3	-3	-2	3	5	-1
O=C(NCC1CCCCC1)c1ccc(Cl)c(S(=O)(=O)N2CCOCC2)c1
→ -4	-0.5	3	-4	-7	11	3	0	6	-11
Nc1cc(N)nc(SCc2cc([N+](=O)[O-])cc3c2OCOC3)n1
→ -4	-0.5	-4	3	3	3	5	-13	-4	3
CC(C)(C)OC(=O)C[C@@H]1C/C=C\C[C@@H](CC(=O)NCCO)C(=O)N[C@H](Cc2c[nH]c3ccccc23)COC1=O
→ 8	-0.4	-6	0	-37	-1	-1	-2	4	-2
COc1cccc(CNc2nc3ccccc3n2C(C)C)c1O
→ 3	0.3	8	-4	-18	0	5	2	-5	0

Order of results – ASAP1 inh	proKLK7 act	NR1D1 modulator	Tn7 DDE FP	HGIII-sPLA2 inh	UHRF1 MBD2 ctr	PLC-gamma1 inh	PLC-beta3 inh	Tn6 DDE FP	ARFGAP1 inh
Cn1c(N)c(C(=O)COC(=O)c2ncc(Cl)c(Cl)c2Cl)c(=O)n(C)c1=O
→ 0	-0.1	-6	4	1	1	-2	-3	-8	11
O=C(O)c1ccc(NCc2nc3ccccc3n2Cc2ccccc2F)cc1
→ 1	-0.7	2	-1	14	6	3	-11	1	-2
Cc1cc2ccccc2c(=O)n1CC(=O)NCc1ccco1
→ 6	0.7	6	-7	-4	-1	-2	-4	-1	12
COc1ccccc1N1CC(C(=O)Nc2ccc(C)c(S(=O)(=O)N3CCOCC3)c2)CC1=O (stereo not drawn)
→ 2	-0.3	4	0	-1	7	-3	-6	-5	8
O=c1c2ccccc2[nH]c(=S)n1CCC1=CCCCC1
→ 13	-0.6	-2	-1	14	5	-1	1	5	9
O=C(NCc1ccc2c(c1)OCO2)c1nn2cccnc2c1Cl
→ -1	0.4	-5	-1	-3	-3	-13	-16	4	10
c1ccc(CNc2ncnc3c2cnn3Cc2ccccc2)cc1
→ 7	0.1	0	-10	-10	-1	3	0	2	-2
CCOC(=O)c1c(C)[nH]c(C(=O)OC)c1CCC(=O)OC
→ 1	-0.2	0	8	-1	1	-2	-1	-4	-10
